cardiac RTF act = cardiac RTF calcium sensitization. P19429+P45379. IANBD-labeled TnC RTF fluorescence at EC20 calcium; 0% EC20 calcium, 100% full calcium. activation, % at 7.2 µM. 340,000 compounds, 0.24% hits. AID 493008;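 active = activation above the mean over all tested compounds plus 3 SD, cut at about 30% in these data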;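 note: rise in fluorescence read as greater calcium sensitivity of cardiac thin filaments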
Keap1 Nrf2 FP = disrupts human Keap1 binding to Nrf2 peptide. 340,000 compounds, 0.15% hits. inhibition, % at 9.4 µM. Q14145. Keap1 Kelch-Nrf2 peptide fluorescence polarization, 1536-well; in the data active = inhibition above about 12%;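 note: human Keap1 Kelch domain with fluorescein labeled Nrf2 9mer peptide probe; 0% = neutral control wells and 100% = peptide positive control; higher means more block of Keap1 binding to Nrf2 peptide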
Target sequence (Q14145 whole entry, looked up, the tested form may be a part): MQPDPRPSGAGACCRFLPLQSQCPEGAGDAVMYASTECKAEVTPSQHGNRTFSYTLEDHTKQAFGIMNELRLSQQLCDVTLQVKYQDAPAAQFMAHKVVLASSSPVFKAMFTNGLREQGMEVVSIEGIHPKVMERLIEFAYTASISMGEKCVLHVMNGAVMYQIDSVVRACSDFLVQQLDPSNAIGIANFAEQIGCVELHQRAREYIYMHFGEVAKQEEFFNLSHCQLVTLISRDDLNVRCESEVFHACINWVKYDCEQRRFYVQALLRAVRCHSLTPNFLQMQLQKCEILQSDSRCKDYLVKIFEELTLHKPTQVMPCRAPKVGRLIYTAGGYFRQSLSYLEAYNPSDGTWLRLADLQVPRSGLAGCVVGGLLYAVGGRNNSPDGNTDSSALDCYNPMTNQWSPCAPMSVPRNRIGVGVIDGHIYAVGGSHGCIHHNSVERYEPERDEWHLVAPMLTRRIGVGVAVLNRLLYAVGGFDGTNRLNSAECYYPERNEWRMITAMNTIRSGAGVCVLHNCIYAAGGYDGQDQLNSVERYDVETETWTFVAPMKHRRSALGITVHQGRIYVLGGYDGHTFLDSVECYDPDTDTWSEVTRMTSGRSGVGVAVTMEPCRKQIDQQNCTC
Cardiac RTF inh = cardiac RTF calcium desensitization. P19429+P45379. IANBD-labeled cardiac RTF, Ca2+ fluorescence. inhibition, % at 7.15 µM. 340,000 compounds, 0.12% hits. AID 493244;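 active = inhibition above the mean inhibition of all tested compounds plus 3 SD, cut at about 17% in these data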;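 note: assay run at fixed EC70 calcium of 1.6 mM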
MOR-DOR ag = agonists of human mu-delta opioid receptor heterodimerization | P35372+P41143 | cells, OPRM1-OPRD1 heterodimerization, luminescence | activation, % at 9.3 µM | 340,000 compounds, 0.3% hits; in the data active = activation above about 18%;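 note: 0% = vehicle-treated cells and 100% = reference agonist; values of inactives mirror those of a sister screen read the other way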
LANA DNA inh = inhibitors of KSHV LANA C-terminal domain DNA binding; 340,000 compounds, 0.078% hits; AID 504423; inhibition, % at 9 µM; MBP-C-LANA/FAM-LBS DNA binding, fluorescence polarization;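 active = highest replicate inhibition at or above 60% at 9 µM, even if other replicates fall short; inactive = all replicates below 60% inhibition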;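 note: 0% = neutral control wells and 100% = 4 µM acridine orange control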
HTR5A ag = HTR5A agonism, opioid heterodimer counter-screen | P47898 | HTR5A agonist assay, luminescence, cell-based | activation, % at 9.3 µM | 340,000 compounds, 0.61% hits | AID 504692; in the data active = activation mostly above about 9.5%, no sharp cut-off; inactive = mostly below about 7.6%;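 note: 0% = cells with vehicle only and 100% = reference agonist; strong numbers were not always called active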
Target sequence (P47898 whole entry, looked up): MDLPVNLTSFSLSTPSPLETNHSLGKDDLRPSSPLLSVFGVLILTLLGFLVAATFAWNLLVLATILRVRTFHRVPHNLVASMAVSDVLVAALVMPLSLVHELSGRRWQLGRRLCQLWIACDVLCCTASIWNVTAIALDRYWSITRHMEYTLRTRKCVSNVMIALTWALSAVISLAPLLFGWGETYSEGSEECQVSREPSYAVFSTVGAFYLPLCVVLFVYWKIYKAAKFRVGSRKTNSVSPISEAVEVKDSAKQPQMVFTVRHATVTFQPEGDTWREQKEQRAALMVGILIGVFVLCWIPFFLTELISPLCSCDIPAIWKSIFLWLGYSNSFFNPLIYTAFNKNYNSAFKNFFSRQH
HTR5A inv ctr = counter-screen for OPRM1-OPRD1 inverse agonists: human HTR5A inverse agonism | P47898 | HTR5A cell line, luminescence | inhibition, % at 9.3 µM | 340,000 compounds, 0.083% hits | AID 504634; in the data active = inhibition mostly above about 23%, no sharp cut-off; inactive = mostly below about 18%;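 note: 0% = cells with DMSO and 100% = no-cell wells with DMSO; some compounds called inactive have numbers as strong as hits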
MOR-DOR inv ag = inverse agonist of human OPRM1-OPRD1 heterodimerization. cell-based MOR-DOR heterodimer luminescence, inverse agonism. 340,000 compounds, 0.21% hits. inhibition, % at 9.3 µM. P35372+P41143; in the data active = inhibition above about 22%, passing the limit was not always enough;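 note: 0% = cells with DMSO and 100% = wells without cells with DMSO; values of inactives mirror those of a sister screen read the other way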
CAL PDZ FP = inhibitors of human CAL PDZ peptide binding; Q9HD26; purified CAL PDZ, TMR-peptide fluorescence polarization, 1 h; inhibition, % at 24.9 µM; 300,000 compounds, 0.92% hits;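 active = mean inhibition of at least 30% with at least half of replicates also reaching 30%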;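 note: 0% = DMSO neutral control and 100% = excess unlabeled competitor peptide PRC23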
V-ATPase pH = yeast V-ATPase proton transport regulation by pHLuorin | 350,000 compounds, 0.37% hits | response, % at 10 µM | S. cerevisiae, pHLuorin cytosolic pH fluorescence; in the data active = response mostly above about 7.3%, no sharp cut-off; inactive = mostly below about 5.4%; note: actives read high; inactives centre near 0; some compounds called inactive have numbers as strong as hits; reference of the scale not given here
Numbers without * were called inactive; i = inactive; . = no result given.

SMILES	cardiac RTF act	Keap1 Nrf2 FP	Cardiac RTF inh	MOR-DOR ag	LANA DNA inh	HTR5A ag	HTR5A inv ctr	MOR-DOR inv ag	CAL PDZ FP	V-ATPase pH
COc1ccc(-c2csc3nc(-c4ccccc4)oc(=O)c23)cc1OC	-2.1	0.1	3.6	-2.4	1.2	-2.1	2.1	11.1	11.5	2.3
COc1[nH]c2ccc(F)cc2c1C(=O)OCC1CCN(CCNS(C)(=O)=O)CC1	-2.4	-4.2	-3.7	0.2	-1.6	2.2	2.0	-1.3	-4.0	-7.3
CN=C(Nc1cccc(OC)c1)SC1CC(=O)N(c2ccc(C(=O)O)cc2)C1=O (stereo not drawn)	8.9	-1.8	-0.6	-0.9	0.6	8.9	10.0	4.7	0.1	9.4
COc1ccc(NC(=O)c2ccccc2C(=O)N2CCCCC2)cc1	2.8	-2.7	-9.2	-0.3	0.2	-0.7	1.8	2.5	-1.5	2.1
Cn1c(=O)c(=O)n(C)c2cc(S(=O)(=O)NCCN3CCN(c4ccccc4F)CC3)ccc21	-1.0	-3.4	-8.4	-1.8	-0.2	0.8	-40.9	9.4	-6.6	-1.4
O=C(NCc1ccccc1Cl)c1ccccc1Oc1ccccc1	5.7	-1.9	0.9	2.1	0.4	-9.0	22.7	-11.3	0.9	3.0
COc1ccc(C(=S)N2CCOCC2)cc1OS(=O)(=O)c1ccccc1[N+](=O)[O-]	-4.1	3.4	8.9	2.9	-2.1	2.0	7.8	-20.7	8.9	-0.7
Cc1ccc(-c2nc3ccc(NS(=O)(=O)c4ccccc4)cc3[nH]2)o1	0.3	-0.5	-1.8	-2.4	-0.2	0.7	16.6	13.7	-4.3	-4.7
CC(Sc1nc(-c2ccccc2)nc2c1COC(C)(C)C2)C(=O)N1CCOCC1 (stereo not drawn)	2.9	-1.1	-4.4	-2.5	-2.5	8.8	-24.1	10.9	-2.4	4.0
COc1ccc(C)c2sc(N(CCCN(C)C)C(=O)CS(=O)(=O)c3ccc(F)cc3)nc12	-6.4	-2.3	-17.9	-0.4	-2.6	1.3	-3.3	2.3	-1.0	0.2
CC1C/C(=N\NC(=O)c2cccnc2)CC(C)(C)C1 (stereo not drawn)	-0.1	-4.7	-3.1	-3.1	1.9	-1.7	4.4	14.8	-4.5	-4.1
Oc1ccccc1C(=S)N1CCCC1	-3.4	-3.4	-5.8	-4.2	-0.9	-0.1	0.3	19.5	-7.0	1.7
COc1ccc(CCC(=O)N2CCCSC2=Nc2ccc(C(C)=O)cc2)cc1	-1.8	0.8	-4.0	-1.2	1.8	3.2	0.5	6.2	-8.3	-0.5
Cc1nnc(NC(=O)C2CCCC2)s1	1.8	0.0	2.1	-4.1	-1.8	10.7	-4.9	22.4	-3.4	-2.2
COC(=O)Nc1ccc(S(=O)(=O)N2CCN(CCN3C(=O)C4C5C=CC(C5)C4C3=O)CC2)cc1 (stereo not drawn)	1.2	-1.4	-6.2	-1.3	0.2	-1.4	-11.0	6.5	-3.9	1.5
C=CCn1c(SCC(=O)Nc2nnc(CC)s2)nnc1-c1cccnc1	-12.6	-1.4	-6.5	-1.7	-1.1	4.3	-15.5	9.3	-2.0	-3.3
Cc1cccc(C)c1NC(=O)CNC(=O)c1c(C)nn(-c2ccccc2)c1Cl	2.7	-2.0	-17.2	-1.2	1.0	0.5	-21.3	8.0	-2.7	-1.3
Cc1cc(C)cc(N(C)S(=O)(=O)c2nnc(NC(=O)C(C)C)s2)c1	0.2	-2.3	1.0	1.1	-3.8	-1.7	6.2	-5.0	0.1	4.3
CCOC(=O)N1CCN(C(=O)c2ccc(N(C)S(=O)(=O)c3ccc(C)cc3)cc2)CC1	-1.2	3.1	0.4	-2.5	5.1	9.1	-0.2	8.3	-2.5	1.7
CCCCCCCCCCCn1nnnc1N	-2.7	0.5	0.3	0.4	0.7	-0.9	3.1	-2.3	.	0.2
CC(C)(C)OC(=O)C[C@H]1C/C=C\C[C@@H](CC(=O)N(CCO)Cc2ccccc2)C(=O)N[C@H](Cc2ccccc2)COC1=O	7.6	-4.5	-2.2	-5.2	1.3	-0.5	18.5	23.9	-1.7	4.4
CCOC(=O)C1(C)/C(=N/Nc2ccccc2Cl)C(=O)C(=O)N1c1ccccc1 (stereo not drawn)	6.1	-3.9	3.6	0.2	0.8	1.2	-3.3	-1.0	.	-1.7
Nc1ccc2nc[nH]c2c1	1.5	3.5	-6.8	1.2	-5.3	3.5	-10.1	-6.0	-1.1	-4.2
Brc1cccc(OCCN2CCc3ccccc3C2)c1	-7.8	-0.8	-2.9	0.8	0.9	1.6	-5.7	-3.8	-2.0	-3.2
C=C(C)CSc1nnc(-c2ccc(OC)c(OC)c2)n1N	-0.6	6.6	-7.7	-1.1	-0.6	4.5	-11.8	5.7	-4.1	8.7*
Fc1ccccc1/C=N/Nc1ccc(Cl)nn1	5.3	0.9	-10.3	3.9	-5.0	4.1	-15.2	-19.6	13.0	-4.2
O=C(N/N=C/C=C\c1ccccc1[N+](=O)[O-])c1cc(-c2ccccc2)nc2ccccc12	1.6	-2.2	-1.7	1.7	0.4	3.5	-12.3	-9.1	-2.0	5.4
COC(=O)C1CCN(C(=O)COC(=O)c2cc(S(=O)(=O)N3CCOCC3)ccc2C)CC1	4.1	1.2	-18.5	0.2	2.6	7.9	-20.1	-0.9	-0.1	1.2
CCOP(=O)(OCC)C(Nc1ccc(C(=O)O)cc1)c1ccccc1 (stereo not drawn)	-3.9	-1.7	-15.3	-1.0	0.0	7.3	-26.7	5.3	-0.2	-0.5
C=CCn1cc(C(=O)N2CCN(CC)CC2)c(=O)c2cc(S(=O)(=O)N(CC)CC)ccc21	-1.4	-2.2	-6.2	-2.3	0.8	-2.4	8.4	10.3	-0.6	3.6
CC[C@]1(C(=O)OC)[C@H]2C(=O)N(Cc3ccccc3)C(=O)[C@H]2[C@H]2CN=C(SCc3ccc(Cl)cc3)N21	-5.9	-0.6	-3.0	0.3	0.8	-1.3	4.5	-1.4	-3.4	0.1
Cc1ccsc1C(=O)Nc1nc2ccccc2[nH]1	1.6	-1.2	-6.4	-2.9	2.5	3.8	4.0	15.0	-4.9	-0.5
COc1ccc(N2CC(C(=O)Nc3cc(C(F)(F)F)ccc3N3CCCC3)CC2=O)c(OC)c1 (stereo not drawn)	-6.8	1.4	-15.9	-2.4	2.1	5.9	-14.5	12.3	1.2	-2.6
CC(=O)Nc1ccc(Nc2nc(C)nc3c2oc2ccccc23)cc1	-5.0	3.9	6.5	-0.8	-2.2	3.4	-8.8	4.8	-1.1	0.8
Cc1ccccc1NC(=O)CN(C)S(=O)(=O)c1ccc2c(c1)n(C)c(=O)c(=O)n2C	0.8	-1.4	-3.3	-3.9	1.1	-3.5	-17.1	19.8	.	-3.1
Clc1ccccc1CSc1snnc1-c1ccccc1	-3.0	-0.8	-3.3	1.2	-0.8	-2.6	6.2	-5.7	-4.9	-0.9
CCOCCc1c(O)nc(SCC(=O)NCc2ccco2)[nH]c1=O	1.7	-1.6	11.6	0.2	-4.2	3.8	19.9	-1.0	-2.4	-3.6
COc1cc(N2CCCC2)c(OC)cc1/C=C(/C#N)c1cccc(F)c1	16.3	-10.9	-37.6	-2.4	0.4	0.6	10.2	12.3	.	-2.0
O=C(c1cccs1)N1CCCC(N2CCN(c3ccc(F)cc3)CC2)C1 (stereo not drawn)	-5.9	-2.1	-1.9	-0.7	2.6	1.0	13.0	3.6	-4.7	-3.0
CCCCn1c(N)c(N(CC(C)C)C(=O)c2ccc(-c3ccc(Cl)cc3)o2)c(=O)[nH]c1=O	-1.9	-1.2	-11.4	-1.1	1.3	1.2	-3.7	4.2	-1.4	-3.2
CCN1CCC(O)(C(C(=O)O)c2ccccc2)CC1 (stereo not drawn)	1.6	0.5	-2.7	-2.0	2.3	-1.7	6.8	10.4	-2.8	-1.5
CN(CC(=O)Nc1ccc(F)cc1)CC(=O)Nc1ccc(F)c(F)c1F	-5.0	6.1	10.6	-3.1	-2.8	-1.9	4.8	14.6	-4.7	-1.2
Cc1ccc2c(c1)[C@H]1[C@H](CO2)[C@H](c2ccccc2)[C@]2(C)C(=O)N(Cc3ccc(Cl)cc3)CC(=O)N12	-2.1	-12.4	-6.0	0.8	-0.5	9.2	-0.1	-4.6	-4.2	-0.6
O=C(N/N=C/c1ccc(-c2ccc(Cl)c(C(=O)O)c2)o1)c1cc2c(ccc3ccccc32)o1	-5.1	-2.9	-4.7	-0.6	2.0	-3.9	-31.0	3.2	11.3	7.1
CCOc1cc(/C=N/NC(=O)c2ccccn2)ccc1OC(=O)c1cccs1	-1.7	1.0	-6.1	1.0	-1.0	1.4	12.1	-6.8	-2.7	-1.0
CSc1nc(-c2ccccc2)nc(C(C)C)n1	-2.6	3.5	-10.3	-3.0	0.3	3.8	-6.1	17.1	-1.4	-4.0
Cc1cccc(Nc2nnc(SCC(=O)NC(=O)Nc3ccc4c(c3)OCCO4)s2)c1	7.5	-1.1	-1.6	-1.1	-0.2	7.0	-26.1	5.0	0.0	-1.3
C[C@H](NC(=O)N1CCn2c1nc1ccccc12)C(=O)NCc1ccc(F)cc1	3.3	-5.1	-2.8	.	1.2	.	.	.	.	2.9
COc1ccc2c(Cl)c(-c3nnc(SCC(=O)c4ccccc4)n3C)sc2c1	8.2	0.1	-4.0	325.0*	-0.2	0.9	-19.4	i	-2.5	-2.1
COc1ccc(Cc2nnc(NC(=O)CSc3ccccc3)s2)cc1	4.9	-0.6	0.6	4.5	-1.2	0.2	-0.5	-28.1	-8.1	0.0
Next compounds.
SMILES	cardiac RTF act	Keap1 Nrf2 FP	Cardiac RTF inh	MOR-DOR ag	LANA DNA inh	HTR5A ag	HTR5A inv ctr	MOR-DOR inv ag	CAL PDZ FP	V-ATPase pH
NC(=O)Cn1ccc(O)c(Cc2ccc(Cl)cc2Cl)c1=O	0.7	-6.4	-2.5	-3.2	0.5	-4.5	17.6	15.3	-1.3	1.5
Cc1ccc(C)c(NC(=O)COc2coc(CN3CCc4ccccc43)cc2=O)c1	-11.8	-0.5	-21.0	1.4	1.8	16.1*	-39.4	-7.4	-11.4	3.2
CCN(CC)S(=O)(=O)c1cccc(NC(=O)CNC2CCCCCC2)c1	3.7	-0.9	-12.6	-2.2	-0.4	-2.5	-30.2	11.4	-1.1	-1.2
Cc1ccc(NC(=O)NC(=O)COc2ccccc2C(N)=O)c(C)c1	8.3	-2.8	-8.4	-1.1	2.3	4.0	3.9	4.2	-1.2	1.7
COC(c1ccccc1)c1nnc(CCC(=O)NC2CCCCC2)o1 (stereo not drawn)	2.1	2.3	-18.1	-1.5	-1.3	0.6	-7.5	7.7	.	-0.4
O=C(CSc1nnc2sc3ccccc3n12)c1ccco1	0.8	2.7	-2.0	-2.3	-0.4	-3.7	0.2	13.1	5.9	1.0
CC(C(=O)NCc1cccc(Cl)c1)N1C(=O)c2ccccc2C1=O (stereo not drawn)	-5.4	6.0	-19.8	0.7	0.4	2.5	1.1	-6.0	.	-3.6
Cc1ccc(NC(=O)c2cc(-c3cc(Cl)ccc3O)n[nH]2)cc1C	0.2	1.2	-3.2	3.0	-2.2	5.5	-20.5	-15.2	-2.0	4.0

Screening results deposited in PubChem BioAssay by several laboratories.
